mcGAS inh – inhibitors of mouse cGAS. recombinant cGAS, Kinase-Glo ATP depletion luminescence. inhibition, % at 12.5 µM. hit rate 0.15% among 160,000. AID 1259399;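 also: 0% = negative control wells and 100% = reference inhibitor with no enzyme activity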
NPYLR7 ag – activates Aedes aegypti NPYLR7 receptor; HEK293T NPYLR7/Galpha15, GCaMP6s calcium fluorescence; activation, % at 10 µM; hit rate 0.15% among 270,000; in the data active = activation above about 40%;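 also: 0% = vehicle and 100% = reference agonist at the receptor; some compounds past the cut are filed as inactive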
hcGAS inh – blocks human cGAS activity. Q8N884. recombinant h-cGAS, ATP depletion, Kinase-Glo luminescence. inhibition, % at 12.5 µM. hit rate 0.081% among 290,000;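 also: 0% = vehicle reaction and 100% = reaction without DNA for no activity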
Target sequence (Q8N884 whole entry, looked up): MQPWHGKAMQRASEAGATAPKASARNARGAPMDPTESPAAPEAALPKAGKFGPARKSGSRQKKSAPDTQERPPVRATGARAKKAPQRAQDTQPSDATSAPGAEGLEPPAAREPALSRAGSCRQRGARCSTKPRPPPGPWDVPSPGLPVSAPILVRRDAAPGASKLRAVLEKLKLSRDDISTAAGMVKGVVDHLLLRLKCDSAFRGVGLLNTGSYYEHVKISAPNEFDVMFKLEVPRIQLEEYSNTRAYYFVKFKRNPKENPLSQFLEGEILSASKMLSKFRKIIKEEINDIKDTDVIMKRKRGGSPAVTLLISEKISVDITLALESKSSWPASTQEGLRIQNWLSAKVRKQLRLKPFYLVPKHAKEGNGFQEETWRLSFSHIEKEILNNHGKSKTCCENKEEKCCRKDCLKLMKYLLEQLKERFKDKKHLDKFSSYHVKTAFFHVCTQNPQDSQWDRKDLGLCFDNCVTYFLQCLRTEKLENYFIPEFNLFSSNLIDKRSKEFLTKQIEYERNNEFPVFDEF
Numbers without * were called inactive; / = no result given; & = joins results of further samples. Rule as the data show it, unless noted: active = inhibition above about 40%; inactive = the rest.

SMILES	mcGAS inh	NPYLR7 ag	hcGAS inh
CCn1nc(C(=O)Nc2ccc3nc(N4CCN(C)CC4)sc3c2)cc1C	/	-2	-8
N#CC(C=Nc1ccc2c(c1)OCO2)c1nc(-c2ccccc2)cs1 (stereo not given)	/	1	-5
CC(c1cccnc1)N(C)C(=O)Cn1ccc(=O)c2ccccc21 (stereo not given)	/	13	-9
Cc1ccc(S(=O)(=O)c2nnn3c2nc(N2CCC(C)CC2)c2sccc23)cc1C	-8	10	-12
COCCn1c(SCC(=O)N(C)Cc2ccc(F)cc2)nc2sc3c(c2c1=O)CCCC3	/	5	-4
CC(=O)NCc1ccc(-c2csc(NC3CCCCC3)n2)cc1	-9	7	-4
CCCCN(CC(=O)Nc1cc(C(C)(C)C)nn1-c1ccc(C)cc1)C(=O)COc1ccccc1	-6	16	-13
O=S(=O)(c1ccc(Cl)nc1)N1CCC(c2nc3ccccc3[nH]2)CC1	/	1	-2
Cc1c(Br)cccc1NC(=O)C1(C)CCN1CCc1ccccc1 (stereo not given)	/	9	-11
O=C(c1cccs1)N(CC(=O)N1CCc2sccc2C1c1ccc(Cl)cc1Cl)Cc1ccc(F)cc1 (stereo not given)	-5	-1	4
CCc1nc2c(OCC=C(C)C)cccn2c1N(C)C(=O)CC(C)C	-3	4	-8
CN(CC1CCOCC1)c1nc2nonc2nc1NCc1cccs1	/	3	-2
COCc1cc(=O)n2[nH]cc(-c3ccccc3)c2n1	/	-4	25
COc1ccc(OC)c(C=NNC(=O)c2cc(-c3cccs3)[nH]n2)c1	-2	1	-4
O=C(NC1CC1)C(NCc1ccc(N2CCCCC2=O)cc1)c1ccccc1 (stereo not given)	/	10	-1
CC1Cc2cc(-c3cc(CNC(=O)CCn4ccc(=O)[nH]c4=O)no3)ccc2O1 (stereo not given)	/	0	-1
COCC(NC(=O)c1cc(C)nc2c(C)cccc12)c1ccnn1C (stereo not given)	/	2	-2
O=c1[nH]c(CNCc2ccccc2)nc2scc(-c3cccc(Cl)c3)c12	/	16	2
COc1ccc(C(=O)N2CCc3ccc(NC(=O)c4ccncc4)cc3C2)o1	/	5&3	-5&-4
COc1ccc(CN(Cc2ccco2)CC(O)COc2ccc(Cl)cc2)cc1 (stereo not given)	-6	34	-5
OC[C@H]1O[C@@H](Oc2ccc(O)cc2)[C@H](O)[C@@H](O)[C@@H]1O	/	-1&12	-4&-9
CC(c1cncs1)N(C)C(=O)c1cccc(CC2CCNCC2)c1 (stereo not given)	/	5	-5
O=c1c2cc(F)ccc2ncn1CCOCCO	/	-2	-1
COc1ccc(C2=Nc3ncnn3C(c3ccc(F)c(F)c3)C2)cc1OC (stereo not given)	1	17	1
O=C(NCCCn1ncccc1=O)c1ccccc1	-11	4	-5
COc1cc(OC)cc(C(=O)N2CCN(c3nc(C)nc(C)c3Cc3ccc([N+](=O)[O-])cc3)CC2)c1	-5	/	-3
CC(C)Cc1ccc(C(C)NC(=O)Cn2ccsc2=O)cc1 (stereo not given)	/	2	-2
CCc1nc2ccc(C(=O)N3CCN(C)CC3)cn2c1N(CC)CCOC	-4	-5	-7
CCN(CC)C(=O)C(C1CCCC1)N1CCN(C(=O)c2cccc(OC)c2)CC1 (stereo not given)	-5	-3	-5
CCSc1ccc(Cl)cc1C(=O)Nc1ccc(CC(N)=O)cc1	/	-8	3
COC(=O)C1=C(C)NC2=C(C(=O)CC(c3ccc(OC)cc3)C2)C1c1ccccc1Cl (stereo not given)	-2	-6	-1
COc1cccc(CN2CCn3c(nnc3C(=O)N3CCOCC3)C2)c1F	/	9	-8
CC(=O)C(C)n1c(=O)c2c(nc3n(C(C)c4ccccc4)c(C)c(C)n23)n(C)c1=O (stereo not given)	-6	-2	-3
Cc1c(C(=O)NC2CCCC2)c(C(F)(F)F)nn1C1CCCN(C(C)C)C1 (stereo not given)	/	12	-7
CC(c1ccccc1)N1CCN(C(=O)c2ccccc2Cl)CC1 (stereo not given)	-6	3	-3
CC(Cc1nsc(Nc2ccc(Cl)cc2)n1)=NC1CC(C)(C)NC(C)(C)C1	/	-3	-1
Fc1ccccc1-c1nc(N2CCN(C3CCCCC3)CC2)c2ccccc2n1	-3	1	3
Cc1ccc(S(=O)(=O)N(Cc2nccn2Cc2ccc(Cl)c(Cl)c2)C2CC2)cc1	-7	15	-3
Cc1cccc(NC(=O)C2CCN(c3ccc(-c4ccccc4)nn3)CC2)n1	-7	-6	-7
Cc1ccc(SCC(=O)NC(C)c2cccc(S(N)(=O)=O)c2)c(C)c1 (stereo not given)	/	1	2
O=C1CC2(CCN(C(=O)C3CCOC3)CC2)Oc2cc(N3CCCC3)ccc21 (stereo not given)	/	-6	9
O=C(NCCN1CCOCC1)c1nn(-c2ccc(C(F)(F)F)cc2)c(=O)n(Cc2cccc(F)c2)c1=O	-6	20	-7
COCCN1CCCC2(CCN(Cc3cc(OC)c(OC)c(OC)c3)C2)C1 (stereo not given)	/	7	-6
CCC1=C(C(=O)OC)C(c2ccccc2F)N2C(CC(=O)N3CCN(CC)CC3)=CSC2=N1 (stereo not given)	-4	/	-3
CC1CCCC(C)N1C(=O)Cn1c(NCc2ccccc2)nc2ccccc21 (stereo not given)	-6	8	-13
CC(C)(C)NC(=O)c1cc(S(N)(=O)=O)c(Br)s1	/	0	-8
O=C(O)CN1C(=O)/C(=C\c2cc(Br)cc(Cl)c2O)SC1=S	16	31	9
Cc1ccc(C(=O)NNC(=O)c2ccccc2-n2cccc2)s1	/	7	-4
CC(=O)c1c(C)[nH]c(C(=O)OCc2cc(=O)n3cccc(C)c3n2)c1C	/	1	7
Cc1cc(C)c(CN2CCOC(CN)C2)cc1C (stereo not given)	-13	6	-5
O=C(Nc1ccc([N+](=O)[O-])cc1)Oc1ccccc1	/	22	-14
COc1ccc(C(=O)CSc2ncnc3c2nnn3-c2ccc(OC)cc2)cc1	0	0	0
O=C(NCCn1cc(SCC(=O)N2CCOCC2)c2ccccc21)c1cccs1	/	3	-6
Cc1ccc(C)c(N2C(=O)/C(=C/c3ccc([N+](=O)[O-])cc3)C=C2c2ccccc2)c1	-5	1	-5
CC(=O)Nc1nc(N2CCC(C(=O)NCc3cc(F)cc(F)c3)CC2)sc1C(=O)N1CCCC1	-3	-4	-5
CCc1nc(N)sc1C(=O)N1CCC2(CCOCC2)CC1	/	6	-6
Cc1cccn2c(=O)cc(CNc3cccc(C#N)c3)nc12	/	-6	5
CN(C)c1cccc(Nc2ccc(-c3ccc(Cl)cc3)cn2)c1	1	-6	-1
Cc1cc(=O)[nH]c(N/N=C\c2ccc3c(c2)OCO3)n1	4	-1	11
O=C(Nc1ccccc1)c1cc(S(=O)(=O)Nc2ccccn2)c(Cl)cc1Cl	-4	-16	0
(further entries)
SMILES	mcGAS inh	NPYLR7 ag	hcGAS inh
CN(C)CCn1nnnc1SCc1csc(-c2ccc(Cl)cc2)n1	-8	1	-9
COc1c(Br)cc(Br)cc1/C=C(\C#N)c1nn(CCO)c(N)c1C#N	/	5	-6
O=C(CSc1nncn1-c1ccccc1)NCCc1ccccc1	/	12	-8
COC(=O)CC(NC(=O)Cc1c(F)cccc1Cl)c1cccs1 (stereo not given)	/	11	0
Cc1nccn1-c1ccnc(C(=O)N2CCN(CC(C)(C)O)CC2)c1	/	0	-9
CCSCC(=O)N1CCC(n2c(C)nc3ccc(C)cc32)CC1	-9	-3	-9
O=C(c1ccccc1OC(F)(F)C(F)F)N1C[C@H]2C[C@H](O)[C@@H](O)C[C@H]2C1	-16	12	-7
C=CCN1C(=O)C2(c3ccccc31)c1c(oc3ccccc3c1=O)C(=O)N2CCCO (stereo not given)	-6	5	-4
S=c1nc(-c2ccccc2)c(-c2ccccc2)n[nH]1	/	16	-3
COc1ccc(C(=O)N2CCN(c3ncnc4c3nnn4Cc3ccccc3)CC2)cc1OC	-8	-10	-8
CCc1ccc(CN(C)C(=O)C2CCC(=O)N(CCN3CCOCC3)C2)nc1 (stereo not given)	/	4	-7
CCCCc1ccc(S(=O)(=O)c2cnc(SCC(=O)NC3CCCCC3)[nH]c2=O)cc1	-8	0	-5
O=C(Cn1cccn1)NCc1cccnc1N1CCCCCCC1	/	7	-5
Cc1nc(C)c(CN(CCO)C(C)C)s1	/	28	-11
Cc1ccc(-c2ccnc(N3CCc4c(c(CO)nn4C)C3)n2)c(C)n1	/	-1	-2
Cc1cccnc1NC(=O)NC1CC(=O)N(c2ccc3c(c2)OCCO3)C1 (stereo not given)	-9	2	-6
CCn1c(C2CC2)nnc1S(=O)(=O)CC(=O)N(C)C1CCCc2ccccc21 (stereo not given)	-16	12	-10
N#Cc1c(SCC(N)=O)nc2c(c1-c1cccs1)CCC2=Cc1cccs1	/	9	-2
Cc1ccc(C(CNC(=O)/C=C/c2c(C)nn(C)c2C)N(C)C)cc1 (stereo not given)	/	-8	-3
Cc1nc(-c2ccc(CNC(=O)c3cc(F)cc(F)c3)s2)cs1	/	4	-4
CC1CCc2sc3ncnc(N4CCN(CCO)CC4)c3c2C1 (stereo not given)	-4	1	-6
COc1ccc(CNC(=O)c2sc(=O)n(Cc3ccc(C)cc3)c2C)cc1OC	/	8	-6
O=C(NCc1ccc(F)cc1)c1ccc(CSc2nc(Cl)cc(N3CCCC3)n2)cc1	-6	-5	-6
CNC(=O)NC(=O)CNc1ccc(F)cc1Cl	-4	10	-20

Copied from the list:
NPYLR7 ag, O=C(Cn1cccn1)NCc1cccnc1N1CCCCCCC1 is entered as 7
NPYLR7 ag, CNC(=O)NC(=O)CNc1ccc(F)cc1Cl is entered as 10
hcGAS inh, COc1ccc(CNC(=O)c2sc(=O)n(Cc3ccc(C)cc3)c2C)cc1OC is entered as -6

Next compounds follow:
SMILES	mcGAS inh	NPYLR7 ag	hcGAS inh
O=C(NC1CC1)C(c1ccccc1)N1CCN(S(=O)(=O)c2cccc(Cl)c2Cl)CC1 (stereo not given)	/	5	-11
Cc1ccc(N2C(=O)N(c3ccc(Cl)cc3)C3CS(=O)(=O)CC32)cc1 (stereo not given)	/	-3	-8
c1cc2c(cc1NC1CCCNC1)OCCO2 (stereo not given)	-14	8	-6
Cc1ccc(C2CCCN2CC(=O)N2CCNC2=O)cc1 (stereo not given)	/	1	-3
COc1ccc2sc(N(Cc3ccccn3)C(=O)c3cc(C)no3)nc2c1	-8	7	-3
O=C(NC1CCCCC1)c1ccccc1NS(=O)(=O)c1cccc(OC(F)(F)F)c1	-2	-2	3
Cc1cccc(CNC(=O)CCc2nnc(C3CCCCC3)o2)c1	-4	1	-2
Cc1nn(C2CCS(=O)(=O)C2)c(C)c1S(=O)(=O)NCc1nc2ccccc2[nH]1 (stereo not given)	/	-2	-1
O=c1c2ccccc2nnn1CSc1nc2ccccc2[nH]1	/	-16	1
O=C(CN(CC1CCCO1)C(=O)Nc1cc(C(F)(F)F)cc(C(F)(F)F)c1)N(Cc1ccc2c(c1)OCO2)Cc1cccs1 (stereo not given)	-5	/	-3
O=C(CSc1nnc(NC(=O)c2cccs2)s1)Nc1cc(C(F)(F)F)ccc1Cl	/	-7	-3
Cc1cc(C(=O)N2CCN(c3nc4ccc(Cl)cc4s3)CC2)on1	0	-1	1

An excerpt from above in order of number of heavy atoms, lowest first:
SMILES	mcGAS inh	NPYLR7 ag	hcGAS inh
c1cc2c(cc1NC1CCCNC1)OCCO2 (stereo not given)	-14	8	-6
Cc1ccc(C2CCCN2CC(=O)N2CCNC2=O)cc1 (stereo not given)	/	1	-3
O=c1c2ccccc2nnn1CSc1nc2ccccc2[nH]1	/	-16	1
CC1CCc2sc3ncnc(N4CCN(CCO)CC4)c3c2C1 (stereo not given)	-4	1	-6
Cc1cccc(CNC(=O)CCc2nnc(C3CCCCC3)o2)c1	-4	1	-2
Cc1ccc(N2C(=O)N(c3ccc(Cl)cc3)C3CS(=O)(=O)CC32)cc1 (stereo not given)	/	-3	-8
COc1ccc2sc(N(Cc3ccccn3)C(=O)c3cc(C)no3)nc2c1	-8	7	-3
Cc1nn(C2CCS(=O)(=O)C2)c(C)c1S(=O)(=O)NCc1nc2ccccc2[nH]1 (stereo not given)	/	-2	-1
COc1ccc(CNC(=O)c2sc(=O)n(Cc3ccc(C)cc3)c2C)cc1OC	/	8	-6
O=C(NC1CC1)C(c1ccccc1)N1CCN(S(=O)(=O)c2cccc(Cl)c2Cl)CC1 (stereo not given)	/	5	-11
O=C(NCc1ccc(F)cc1)c1ccc(CSc2nc(Cl)cc(N3CCCC3)n2)cc1	-6	-5	-6
O=C(CN(CC1CCCO1)C(=O)Nc1cc(C(F)(F)F)cc(C(F)(F)F)c1)N(Cc1ccc2c(c1)OCO2)Cc1cccs1 (stereo not given)	-5	/	-3

Continuation.
SMILES	mcGAS inh	NPYLR7 ag	hcGAS inh
O=S(=O)(c1ccccc1F)N1CCN(c2nccc(-c3cccc(C(F)(F)F)c3)n2)CC1	-6	4	-9
COCCCN(CC(=O)N1CCSC1c1ccc(F)cc1)Cc1ccc(Cl)cc1Cl (stereo not given)	-5	/	-3
CN1C(=CC=Nc2ccccn2)C(C)(C)c2ccccc21	/	2	12
COc1ccc(CN2CCn3nc(C(=O)NCC4CCCO4)cc3C2=O)cc1 (stereo not given)	-6	18	-7
CCC1c2ccsc2CCN1c1cnc2ccccc2n1 (stereo not given)	/	4	-10
CC1C(=N)C(C)(C)OS1(=O)=O (stereo not given)	/	-7	-5
Cn1cc(-c2ccc3c(c2)COCC(=O)N3Cc2ccccc2)cn1	/	7	-6
COc1ccc(-c2csc(=Nc3ccc(C)cc3C)n2N2CCOCC2)cc1	-9	-5	-6
Cc1cccc(C(=O)Nc2nc3ccc(OCC(F)(F)F)cc3s2)n1	/	-3	-15
Cc1cc(=O)[nH]c(NN=Cc2ccc(C(C)C)cc2)n1	-3	1	-1
O=C(C1CNCCN1C(=O)c1cccc2nccnc12)N1CCOCC1 (stereo not given)	/	10	-5
COc1cn(CC(=O)Nc2cccc([N+](=O)[O-])c2)c(CSc2nccc(C)n2)cc1=O	-5	-3	-1
Cc1cc(SCC(=O)N2CCCC2)nc2c(C(C)C)cccc12	/	13	-2
CCc1nnc(SCC2=NC3C=CC=CN3C(=O)C2)nc1CC (stereo not given)	/	-1	-5

Screens deposited in PubChem by Fisher Drug Discovery Resource Center.
